# Screening data as filed in PubChem BioAssay.
# TDP1 cell noCPT: qHTS for Inhibitors of human tyrosyl-DNA phosphodiesterase 1 (TDP1): qHTS in cells in absence of CPT | DT40 Tdp1-/- hTDP1 cells, no CPT, ATP luminescence, 48 h | Potency, µM (highest dose often 46.2 µM), for the others: top-dose activity change, negative = growth inhibition, most hits filed as inhibitors | 420,000 compounds, 15% hits | AID 686978, 2013; further: nearly all actives have a fitted effect of over 55% in size
#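 No-CPT arm: Tdp1-/-;hTDP1 DT40 cells (400/well) plus compounds, incubated ≥48 hr at 37 °C. Readout CellTiter-Glo luminescence.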
# KAT2A inh: qHTS Assay for Inhibitors of GCN5L2; Histone acetyltransferase KAT2A (Homo sapiens), Q92830; GCN5L2 HAT assay, ThioGlo1 CoA-SH fluorescence; Potency, µM (highest dose often 58.9 µM), without a hit: top-dose activity change, negative = inhibition, hits mostly inhibitors; 390,000 compounds, 0.21% hits; AID 504327, 2011
# Target sequence (Q92830 whole entry, looked up): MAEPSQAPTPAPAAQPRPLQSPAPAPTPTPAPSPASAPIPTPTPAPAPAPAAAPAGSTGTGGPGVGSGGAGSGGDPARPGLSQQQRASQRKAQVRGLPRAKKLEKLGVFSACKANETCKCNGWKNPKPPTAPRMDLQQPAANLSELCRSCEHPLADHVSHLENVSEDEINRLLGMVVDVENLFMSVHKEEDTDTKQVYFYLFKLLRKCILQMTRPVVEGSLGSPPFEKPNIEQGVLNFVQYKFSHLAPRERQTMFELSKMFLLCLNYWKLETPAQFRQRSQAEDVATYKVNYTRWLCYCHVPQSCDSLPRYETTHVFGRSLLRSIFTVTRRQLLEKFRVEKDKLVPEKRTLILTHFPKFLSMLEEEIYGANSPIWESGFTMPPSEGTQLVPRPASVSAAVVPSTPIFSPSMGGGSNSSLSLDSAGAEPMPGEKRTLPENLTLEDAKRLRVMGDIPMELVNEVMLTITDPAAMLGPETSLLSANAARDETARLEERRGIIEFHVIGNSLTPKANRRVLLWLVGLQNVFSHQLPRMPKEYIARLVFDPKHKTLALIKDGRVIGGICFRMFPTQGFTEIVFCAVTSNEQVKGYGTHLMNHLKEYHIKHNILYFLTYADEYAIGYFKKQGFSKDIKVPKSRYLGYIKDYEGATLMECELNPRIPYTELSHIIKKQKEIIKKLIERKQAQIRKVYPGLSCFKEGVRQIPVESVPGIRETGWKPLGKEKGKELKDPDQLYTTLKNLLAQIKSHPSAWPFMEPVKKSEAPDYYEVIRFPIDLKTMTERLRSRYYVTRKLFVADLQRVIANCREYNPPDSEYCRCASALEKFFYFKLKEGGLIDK
#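 Titration-based screen in which CoA formation is detected via maleimide probe ThioGlo1 (50uM) turning fluorescent on thiol reaction; substrates H3(1-25) 75uM and acetyl-CoA 70uM, GCN5L2 20nM, 20 min incubation at room temperature.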
# TDP1 block: qHTS Assay for Inhibitors of Tyrosyl-DNA Phosphodiesterase (TDP1); Tyrosyl-DNA phosphodiesterase 1 (Homo sapiens), Q9NUW8; recombinant TDP1, AlphaScreen DNA substrate cleavage; Potency, µM (titrated, usually from 130 µM), without a hit: at the top dose activity change, negative = inhibition, hits mostly inhibitors; 350,000 compounds, 0.28% hits; further: nearly all actives have a fitted effect of over 40% in size
#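 Compounds were preincubated with Tdp1 (1 nM final) for 15 min at room temperature before substrate (15 nM final) started a 5 min reaction; beads (10 ug/ml final) were then added for 10 min before AlphaScreen detection.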
# Starred values were filed as active, the others as inactive; ? = inconclusive; . = no result given; & = joins results of further samples; [ ] = another dose, or the depositor's remark. The call rests on the fitted dose curve; in most records, active means well fitted curve in the direction sought with a large enough effect; inconclusive means small, poorly fitted or top-dose-only effect, or another doubt; inactive means no such curve, though single readings can be large; an effect the other way counts as inactive or inconclusive. On the % scale 0 is the no-effect control and ±100 the full control effect; potency means the concentration at half of the fitted maximal effect.
SMILES,TDP1 cell noCPT,KAT2A inh,TDP1 block
Cc1cc(NC(=O)c2c(Cl)c(C)nn2C)no1,-8%,.,3%
CCOc1ccc(C(=O)Nc2ccccc2N2CCN(C(=O)c3ccccc3)CC2)cc1[N+](=O)[O-],12µM*,-15%,3%
OCC1OC(n2nnc3ccccc32)C(O)C(O)C1O (stereo unspecified),2%,-3%,7%
CCOC(=O)c1ccccc1NC(=O)Cn1c(=O)n(CCC(=O)NCc2ccccc2OC)c(=O)c2ccccc21,16µM*,-2%,-4%
CCOc1ccccc1/C=N/Nc1cc(C)nc2ccc(C)cc12,-27%,-12%,.
Cc1ccc(CNC(=O)C2CCN(S(=O)(=O)c3ccc4c(c3)CC(C)N4C(=O)C3CCC3)CC2)o1 (stereo unspecified),29µM*,-5%,9%
COCCn1nnnc1C(c1ccccn1)N1CCN(c2cc(Cl)ccc2C)CC1 (stereo unspecified),?,2%,7%
Cc1ccc(C)c(NC(=O)CN(C)C(=O)COc2cccc3c2OC(C)(C)C3)c1,-6%,2%,-1%
C=CCn1c(C(C)NC(=O)c2cccc(C)c2)n[nH]c1=S (stereo unspecified),-15%,-3%,0%
O=C(COC(=O)c1cccs1)NCC1CCCCC1,1%,-9%,0%
O=C(Nc1nnc(CCN2CCOCC2)s1)C1CCCCC1,-4%,?,-3%
COc1ccc(N(Cc2cc(=O)[nH]c3ccccc23)C(=O)C(C)C)cc1,-2%,-11%,.
CC(=O)Oc1ccc(-c2cccc(C(=O)N(C)c3ccc(O)cc3)c2)cc1,-1%,-9%,-1%
COC(=O)c1sc(NC(=O)COC(=O)C2CCC2)c(C(=O)OC)c1C,-5%,2%,1%
Cc1ccc(S(=O)(=O)N2CCCCC2CCNC(=O)C(=O)NCc2ccccc2)cc1 (stereo unspecified),2.9µM*,-7%,.
Cc1ccc(SC2=NS(=O)(=O)c3ccccc32)c(C)c1,1.3µM*,.,1%
COC(=O)Cn1c(CCC(=O)O)ccc1-c1ccccc1,0%,-6%,0%
CCOC(=O)C1CCCN(C(=O)CCCn2nc(C)n3c(cc4sccc43)c2=O)C1 (stereo unspecified),8%,-6%,1%
Cc1ccc(-c2nc3ccccn3c2Nc2ccc3c(c2)OCO3)cc1,?,-25%,2%[12.3 µM]
COc1ccc(Cl)cc1NC(=O)Cn1cnc2c1c(=O)n(C)c(=O)n2C,?,-1%,9%
C#CCOCCOCCOCCNc1nc(N2CCN(C(=O)[C@H]([C@@H](C)CC)n3cc([C@@H](N)CC(C)C)nn3)CC2)nc(N2CCN(C(=O)[C@H](Cc3cc4ccccc4[nH]3)n3cc([C@@H](N)CC(C)C)nn3)CC2)n1,.,0%,7%
CCc1ccc(C2N=C(N)Nc3nc4ccccc4n32)cc1 (stereo unspecified),18µM*,2%,7%
O=C(NNc1c(Cl)cccc1Cl)c1c(F)cccc1Cl,-11%,-2%,-1%
COC(=O)c1ccc(-c2ccc(/C=N/NC(=O)CC3(C)OCCCO3)o2)cc1,?,-17%,2%
C/C(=N\NC(=O)c1cccnc1)c1nnn(-c2nonc2N)c1C,-5%,2%,3%
CCCn1cnc2cc(NCc3ccc(OC)cc3OC)ccc21,23µM*,-3%,7%
COC(=O)c1ccccc1NC(=O)Cn1nc2n(C)c3ccccc3n2c(=O)c1=O,.,-4%,0%
CCc1ccc(S(=O)(=O)NCc2csc(C)n2)cc1,?,-22%,.
CCc1ccccc1NC(=O)CSc1nnc(-c2nonc2NC(C)=O)n1C,?,-2%,-1%
CC(C)C(=O)Nc1ccc(NC(=S)NC(=O)c2ccc([N+](=O)[O-])cc2)cc1,-17%,-1%,2%
CCn1c(CNC(=O)c2ccc(Cl)cc2)nnc1SCC(=O)N1CCOCC1,5%,3%,2%
CCOc1cccc(-c2nn3c(-c4cc(C)[nH]n4)nnc3s2)c1,?,-10%,5%&2%
CC1CCCN(C(=O)C2CCN(S(=O)(=O)c3cccc4nonc34)CC2)C1 (stereo unspecified),-24%,-8%,1%
FC(F)(F)c1nnc2ccc(N3CCCC3)nn12,-21%,-6%,7%
COC(=O)[C@H](Cc1ccccc1)NC(=O)N1CCCCCC1,11%,-21%,.
COCCn1c(SCC(=O)Nc2ccccc2OC)nc2ccccc21,-15%,-6%,-1%

# Record cards, as listed above. Screens in order: TDP1 cell noCPT, KAT2A inh, TDP1 block
# CC1CCCN(C(=O)C2CCN(S(=O)(=O)c3cccc4nonc34)CC2)C1 (stereo unspecified) is listed as -24%, -8%, 1%
# CCc1ccccc1NC(=O)CSc1nnc(-c2nonc2NC(C)=O)n1C is listed as ?, -2%, -1%

# The results go on:
SMILES,TDP1 cell noCPT,KAT2A inh,TDP1 block
CCCNC(=O)c1ccc(CN2CCc3ccccc3C2)cc1,-24%,-2%,4%[56.1 µM]
CN1C(=O)c2ccccc2N(C)C1c1cccs1 (stereo unspecified),-22%,-1%,1%
CCN(CC)c1ccc(/C=N/NC(=S)NCc2ccccc2)cc1,16µM*,3%,9%
CC1=CCC2C(=O)N(c3cccc(C(=O)N(C)C4CCCCC4)c3)C(=O)C2C1 (stereo unspecified),-25%,-5%,-1%
COc1cccc(C(=O)N/N=C/C(Br)=C/c2ccccc2)c1,2.9µM*,-10%,5%
Cn1c(SCC(=O)N2CCN(c3ccccc3)CC2)nnc1-c1cc2ccccc2o1,-28%,2%,2%
COCc1cc(C)nc2sc(C(=O)Nc3ccc(C(=O)OC)cc3)c(N)c12,?,-16%,.
CSc1nc(NS(=O)(=O)c2ccc(F)cc2F)nn1C,0%,-1%,4%
O=C(Nc1cccc(F)c1)c1c(O)c2cccc3c2n(c1=O)CCC3,.,-7%,4%
Cc1cc(C)nc(NC2=NCCN2C(=S)Nc2c(C)cccc2C)n1,-18%,-2%,5%
C/C(=N\O)c1cccc(Br)c1,?,2%,3%
Cc1cc(C(=O)Nc2nc3ccc(Cl)cc3s2)nn1C,?,-3%,.

# Compounds shown so far that have two or more sulfur atoms (three):
SMILES,TDP1 cell noCPT,KAT2A inh,TDP1 block
Cc1ccc(SC2=NS(=O)(=O)c3ccccc32)c(C)c1,1.3µM*,.,1%
CCc1ccc(S(=O)(=O)NCc2csc(C)n2)cc1,?,-22%,.
CSc1nc(NS(=O)(=O)c2ccc(F)cc2F)nn1C,0%,-1%,4%

# Continued:
SMILES,TDP1 cell noCPT,KAT2A inh,TDP1 block
CCOC(=O)c1cc(-c2ccccc2)nn1-c1ccccn1,0%,4%,-5%
Cc1cccc(OCCNc2ccc([N+](=O)[O-])cn2)c1,?,-17%,3%
COc1ccc(S(=O)(=O)c2c(Nc3ccc(C)cc3)sc(C(=O)c3ccc(C)cc3)c2N)cc1,?,-1%,2%
COC(=O)c1ccc(CNC(=O)c2cc(COc3cncc(Cl)c3)on2)cc1,?,-8%,3%
CC1(C)CC(=O)C(C(c2ccc(Br)cc2)C2C(=O)CC(C)(C)CC2=O)C(=O)C1,9%,-5%,.
O=C(Nc1nnc(C2CC2)s1)c1n[nH]c(=O)c2ccccc12,-5%,-5%,3%
CC(=O)Nc1cccc(NC(=O)c2ccc(C(=O)Nc3cccc(NC(C)=O)c3)nc2)c1,-25%,-5%,-8%
COC(=O)c1cc(C(=O)OCC(=O)N(C)c2ccccc2)cc([N+](=O)[O-])c1,2%,-1%,0%
Cc1cc(C(=O)Nc2ccc(Br)cc2)c2ccccc2n1,-23%,-4%,.
N#CCOc1coc(CN2CCN(c3cccc(Cl)c3)CC2)cc1=O,7%,?,2%
COc1cccc(NC(=O)C(=O)N/N=C(\C)CC(=O)Nc2ccc(NC(C)=O)cc2)c1,5%,-7%,5%
CN(CC(=O)NCCc1ccccc1)S(=O)(=O)c1ccc(Br)s1,-22%,-21%,4%
CCc1cccc(NC(=O)CCS(=O)(=O)c2cccc3nonc23)c1,-4%,2%,7%
O=C(CNC(=O)c1ccc(Br)cc1)N=Nc1c(O)[nH]c2ccc([N+](=O)[O-])cc12,-25%,-16%,0%
Cc1ccc(C)c(NC(=O)CN(C)S(=O)(=O)c2ccccc2)c1,-26%,-1%,2%
O=C(COC(=O)/C=C/c1cccc(Cl)c1)Nc1ccccc1-c1ccccc1,.,-3%,-3%
CC(C)(C)NC(=O)C(c1ccncc1)N(CC1CCCO1)C(=O)Cn1nnc(-c2ccc(F)cc2)n1 (stereo unspecified),?,4%,-3%
COc1ccccc1S(=O)(=O)Cc1ccc(C(=O)N2CCN(c3cccc(Cl)c3)CC2)o1,5.8µM*,-8%,5%
Cc1ccc(NC(=O)CSc2ncnc3ccccc23)cc1S(=O)(=O)N1CCCCCC1,?,-18%,8%
Cc1c(C(=O)OCc2nnc(-c3ccccc3)o2)oc2ccccc12,-14%,-6%,-5%
Cc1cc(-c2nnc(SCC(=O)Nc3ccc(C)c(C)c3)n2N)n[nH]1,13%,-2%,-3%
COc1cc(/C=C/c2nc(C#N)c(N3CCCCCC3)o2)cc(OC)c1OC,16µM*,?,7%
CC(C)Oc1ccc(S(=O)(=O)N2CCOCC2)cc1NC(=O)CC1OC(=O)c2ccccc21 (stereo unspecified),-10%,1%,.
CCS(=O)(=O)N1CCN(c2ccccn2)CC1,-1%,-3%,0%
O=C(NCc1ccco1)c1ccc2c(=O)n(CC3CCCO3)c(=S)[nH]c2c1 (stereo unspecified),-18%,-4%,2%
O=C(NCc1ccccc1)C(c1ccccc1F)N(C(=O)c1csnn1)C1CCCC1 (stereo unspecified),-26%,-1%,2%[0.0935 µM]
c1ccc2c(Nc3ccc4c(c3)OCCO4)c3c(nc2c1)CCCC3,16µM*,-9%,5%

# 6 compounds out of the list, arranged by formula weight, falling.
SMILES,TDP1 cell noCPT,KAT2A inh,TDP1 block
CC(C)(C)NC(=O)C(c1ccncc1)N(CC1CCCO1)C(=O)Cn1nnc(-c2ccc(F)cc2)n1 (stereo unspecified),?,4%,-3%
Cc1ccc(NC(=O)CSc2ncnc3ccccc23)cc1S(=O)(=O)N1CCCCCC1,?,-18%,8%
O=C(CNC(=O)c1ccc(Br)cc1)N=Nc1c(O)[nH]c2ccc([N+](=O)[O-])cc12,-25%,-16%,0%
O=C(NCc1ccccc1)C(c1ccccc1F)N(C(=O)c1csnn1)C1CCCC1 (stereo unspecified),-26%,-1%,2%[0.0935 µM]
COc1cc(/C=C/c2nc(C#N)c(N3CCCCCC3)o2)cc(OC)c1OC,16µM*,?,7%
CCc1cccc(NC(=O)CCS(=O)(=O)c2cccc3nonc23)c1,-4%,2%,7%

# A portion of the library. The share of hits here may be higher or lower than overall.
